Compound activity from PubChem BioAssay.
A-T KAP1 phos – qHTS Assay for Identifying a Potential Treatment of Ataxia-Telangiectasia | […] A-T fibroblasts, KAP-1 phosphorylation AlphaLISA; neocarzinostatin DNA damage 30 min before lysis | Potency, µM (highest dose often 57.5 µM), for inactives: at the highest dose activation, most hits filed as activators | actives 0.19% (n = 320,000) | AID 485349, 2010; further: potency means the concentration at half of the fitted maximal effect; % of control where 0% means no effect; nearly all actives have a fitted effect of over 45% in size
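ATM-like activity read as KAP-1 phosphorylation via AlphaLISA donor/acceptor antibody pairs after lysis and 6 hr at 25C. Cells were ATM-null patient fibroblasts ([…], hTERT), dosed 60 min, then exposed to the DSB inducer NCS for 30 min.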
PTAP TSG101 blk – qHTS Assay for Iinhibitors of HIV-1 Budding by Blocking the Interaction of PTAP/TSG101 | Tumor susceptibility gene 101 protein (Homo sapiens), Q99816 | AID 493005, 2010 | Potency, µM (series often up to 115 µM), for the others: top-dose activity change, negative = inhibition, actives largely listed as inhibitors | Fluorescence polarization, FITC-PTAP peptide / Tsg101 binding | 340,000 tested, under 10 active; active means well fitted inhibition curve with a large enough effect in the main read-out, with a control signal flat, not every such curve was filed as active; inconclusive means small, poorly fitted or top-dose-only effect, or effect the other way, or a change in a side signal; inactive means no such curve, though single readings can be large or run the other way; further: potency means the concentration at half of the fitted maximal effect; % of control where 0% means no effect
Target sequence (Q99816 whole entry, looked up): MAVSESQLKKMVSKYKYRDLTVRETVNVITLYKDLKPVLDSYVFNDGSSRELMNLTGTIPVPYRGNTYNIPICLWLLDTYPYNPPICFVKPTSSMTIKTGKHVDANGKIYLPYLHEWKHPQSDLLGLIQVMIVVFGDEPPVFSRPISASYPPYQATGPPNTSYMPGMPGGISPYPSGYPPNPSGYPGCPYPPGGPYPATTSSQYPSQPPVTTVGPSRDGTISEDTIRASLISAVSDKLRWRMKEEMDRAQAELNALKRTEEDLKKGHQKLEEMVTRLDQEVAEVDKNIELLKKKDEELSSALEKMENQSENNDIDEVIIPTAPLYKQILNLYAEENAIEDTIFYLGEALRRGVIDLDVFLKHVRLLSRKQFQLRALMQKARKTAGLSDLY
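FP read-out: FITC-PTAP peptide, 50 nM final, binding Tsg101 binding domain, 10 uM final; 20 min, r.t.; 10 mM HEPES pH 7.5, 0.15 M NaCl, 0.01% Tween 20, 3 mM EDTA, 0.1 mM TCEP.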
Mito fusion act – qHTS Assay for Small Molecule Inhibitors of Mitochondrial Division or Activators of Mitochondrial Fusion; actives 0.23% (n = 320,000); Potency, µM (top dose mostly 46.1 µM), without a hit: top-dose growth rescue (activation), most hits filed as activators; S. cerevisiae fusion-defective mutant growth rescue, CellTiterGlo 48 h; AID 485298, 2010;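 further: potency means the concentration at half of the fitted maximal effect; % of control where 0% means no effect; nearly all actives have a fitted effect of over 45% in size; temperature-sensitive fusion mutants such as fzo1-1 at 37 °C on non-fermentable ethanol glycerol medium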
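Growth-rescue viability read-out: after 48 h at the non-permissive 37C in glycerol/ethanol YPEG, yeast mitochondrial fusion mutants are measured by CellTiterGlo luminescence; compounds (23 nl pinned per well) restoring growth score as division inhibitors or fusion activators.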
BCR signal inh – qHTS Assay to Find Inhibitors of Chronic Active B-Cell Receptor Signaling; ABC-DLBCL IkBa-CBG/CBR reporter, luminescence ratio, 4 h; Potency, µM (top dose mostly 46.1 µM), inactives show at the highest dose ratio change, negative = lower green/red ratio, hits mostly inhibitors; actives 0.05% (n = 340,000); AID 493014, 2011; active means well fitted inhibition curve with a large enough effect in the signal ratio, with a control signal flat, not every such curve was filed as active; inconclusive means small, poorly fitted or top-dose-only effect, or effect the other way, or a change in a side signal; the % refers to the signal ratio;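 further: potency means the concentration at half of the fitted maximal effect; plate controls were basal doxycycline-induced cells for no effect and cells given 10 µM MG132 for full effect; MG132 reads +100%, hits lower the ratio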
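Doxycycline induced both beetle luciferases in TMD8 lymphoma cells; IKK-driven degradation limits the IkappaBalpha-fused green signal, while red luminescence normalises for cell number and nonspecific effects. Compounds tested up to 46 uM, 4 hrs.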
ELG1 repair inh – qHTS screen for small molecules that inhibit ELG1-dependent DNA repair in human embryonic kidney (HEK293T) cells expressing luciferase-tagged ELG1; HEK293T ELG1-luciferase reporter, luminescence, 16 h; DNA damage induced by 5-fluorouridine; Potency, µM (highest dose often 46.1 µM), inactives show at the top dose activity change, negative = inhibition, most hits filed as inhibitors; actives 2.3% (n = 330,000); further: potency means the concentration at half of the fitted maximal effect; on the % scale 0 is the no-effect control and ±100 the full control effect; nearly all actives have a fitted effect of over 55% in size
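Luminescence from the luciferase reporter, measured 30 min after ONE-Glo reagent at room temperature, was the read-out. Beforehand, 2,000 cells per well were exposed for 16 hr at 37 °C to 5-fluorouridine together with compound or vehicle.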
S-ASM inh – Inhibitors of Secretory Acid Sphingomyelinase (S-ASM): qHTS. Potency, µM (series often up to 57.5 µM), without a hit: at the highest dose activity change, negative = inhibition, hits mostly inhibitors. actives 0.006% (n = 340,000). Sphingomyelin phosphodiesterase (Homo sapiens), P17405. placental ASM, HMU-PC fluorogenic substrate, 60 min; further: potency means the concentration at half of the fitted maximal effect
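Human placenta-derived ASM preincubated with compound 10 min at room temperature, then reacted with 9 uM (final) fluorogenic HMU-PC substrate for 60 min at 37 C. Stop solution raises pH to 10; fluorescence read at Ex 386/Em 447 nm.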
Tb PFK block – qHTS Assay to Find Inhibitors of T. brucei phosphofructokinase; ATP-dependent 6-phosphofructokinase (Trypanosoma brucei brucei), O15648; T. brucei PFK, ADP-Glo luminescence; Potency, µM (doses to about 57.5 µM), without a hit: at the highest dose activity, negative = inhibition, most hits filed as inhibitors; actives 0.17% (n = 330,000); AID 485367, 2010;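 further: potency means the concentration at half of the fitted maximal effect; 0% = uninhibited 1x PFK enzyme wells and -100% = no-enzyme wells; nearly all actives have a fitted effect of over 60% in size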
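PFK 1.25 nM, F6P 0.5 mM, ATP 0.1 mM, 0.1 M TEA pH 8.0, 5 mM MgCl2, 0.01% Tween20, 0.1% BSA; 45 min RT. ADP-Glo readout. qHTS titration up to 57 uM; curves fitted, compounds curve-classed.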
TSHR antag – Antagonists of the Thyroid Stimulating Hormone Receptor: HTS campaign. AID 504810, 2011. TSHR-expressing cells, TSH-stimulated cAMP HTRF, 2 h; active compounds read low. activity change, negative = inhibition, % at 11.5 µM. actives 0.2% (n = 330,000). Thyrotropin receptor (Homo sapiens), P16473;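 active means activity change below a set negative limit, meaning inhibition stronger than a set level, cut at about -70% in these data; inconclusive means activity change between two set negative limits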; further: on the % scale 0 is the no-effect control and ±100 the full control effect
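Freshly harvested TSHR cells receive pin-tooled compound, then EC80 TSH at 4nM final. After 2 hours at 37 deg C, antibody in lysis buffer and cAMP-d2 are added; 30 minutes at ambient temperature precede the HTRF read.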
a7 integrin act – qHTS for Activators of Integrin-Mediated Alleviation for Muscular Dystrophy; AID 624291, 2012; alpha7betagal myoblasts, beta-gal FDG fluorescence, 48 h; Potency, µM (top dose mostly 38.3 µM), without a hit: at the highest dose activation, most hits filed as activators; actives 0.064% (n = 350,000);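 further: potency means the concentration at half of the fitted maximal effect; 100% = response of the positive control SU9516; nearly all actives have a fitted effect of over 60% in size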
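alpha7betagal+/- myoblasts (passage 13, 250/well) treated 48 h at 37C with compounds at 1:260 dilution of DMSO stock. Lysed, then beta-galactosidase activity read as FDG fluorescence (ex 480/em 540) after 30 min, with pre-read for autofluorescence.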
TCR act – Activators of T cell receptors: qHTS campaign. primary human leukocytes, anti-CD3, IL-2 HTRF, 48 h. Potency, µM (highest dose often 9.22 µM), inactives show at the highest dose activation of IL-2 secretion, actives largely listed as activators. 330,000 tested, under 10 active; further: % of control where 0% means no effect
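Using a-CD3 beads without co-stimulation, primary human leukocytes were exposed to compounds for 48 hr. An HTRF IL-2 kit measured the cytokine, with europium-to-d2 energy transfer producing emission at 665nm upon 320nm excitation.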
Eya2 phos inh – qHTS Assay for Inhibitors of the Phosphatase Activity of Eya2; Protein phosphatase EYA2 (Homo sapiens), O00167; recombinant Eya2, OMFP fluorescence dephosphorylation (OMFP is methylfluorescein phosphate); Potency, µM (series often up to 76.9 µM), for inactives: top-dose activity, negative = inhibition, most hits filed as inhibitors; actives 0.006% (n = 330,000); AID 488837, 2010; further: potency means the concentration at half of the fitted maximal effect; on the % scale 0 is the no-effect control and ±100 the full control effect
Target sequence (O00167 whole entry, looked up): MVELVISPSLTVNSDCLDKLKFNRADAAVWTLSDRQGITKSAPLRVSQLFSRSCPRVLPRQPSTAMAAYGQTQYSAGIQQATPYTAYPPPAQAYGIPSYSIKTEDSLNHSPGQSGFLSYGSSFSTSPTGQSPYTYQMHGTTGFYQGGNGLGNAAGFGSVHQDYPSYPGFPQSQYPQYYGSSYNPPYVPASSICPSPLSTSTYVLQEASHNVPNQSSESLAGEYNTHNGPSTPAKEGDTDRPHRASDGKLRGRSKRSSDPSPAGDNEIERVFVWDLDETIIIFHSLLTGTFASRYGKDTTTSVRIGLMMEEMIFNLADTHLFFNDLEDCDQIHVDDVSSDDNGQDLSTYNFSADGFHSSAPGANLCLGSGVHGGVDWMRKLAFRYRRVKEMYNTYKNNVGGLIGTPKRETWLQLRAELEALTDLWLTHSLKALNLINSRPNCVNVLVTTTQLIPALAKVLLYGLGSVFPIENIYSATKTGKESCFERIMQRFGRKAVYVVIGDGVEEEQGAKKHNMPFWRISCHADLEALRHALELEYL
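Eya2 (0.2 uM) preincubated 10 min at ambient with compound, then OMFP substrate added at 50 uM; 10 min reaction in 50 mM HEPES pH 7.5, 50 mM NaCl, 5 uM MgCl2, 0.05% BSA, 1 mM DTT. Fluorescence read at Ex 485/Em 525 nm.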
* = called active by the depositor; ? = inconclusive; / = no result given; & = joins results of further samples; [ ] = another dose, or the depositor's remark. Unless noted, the call rests on the fitted dose curve; in most records, active means well fitted curve in the direction sought with a large enough effect; inconclusive means small, poorly fitted or top-dose-only effect, or another doubt; inactive means no such curve, though single readings can be large; an effect the other way counts as inactive or inconclusive.

(1) CO/N=C/C1C(=O)NN=C1c1ccccc1 (configuration not stated)
(2) CC(=O)Nc1ccc(Nc2nnc(-c3ccc(O)cc3)c3ccccc23)cc1
(3) Cc1ccc(N2CCN(CCCCN3C(=O)C4CCCN4C3=O)CC2)cc1 (configuration not stated)
(4) Cc1onc(-c2c(F)cccc2Cl)c1C(=O)Nc1nc2c(s1)CCCC2
(5) O=C(CCc1ccccc1F)N1CCN(c2ccc(C(F)(F)F)cn2)CC1
(6) COc1cc(CNc2cccc3[nH]c(C(F)(F)F)nc23)cc(OC)c1
(7) COc1ccc(CCC(=O)Nc2ccc(S(=O)(=O)N3CCOCC3)cc2)cc1
(8) Cc1ccc(S(=O)(=O)CCC(=O)OCc2cc(=O)oc3cc(C)ccc23)cc1
(9) O=C(CC1Nc2c3ccccc3nc(=S)n2C1=O)NC1CCCCC1 (configuration not stated)
(10) CCCCNC(=O)c1c(N)n(/N=C/c2ccccn2)c2nc3ccccc3nc12

assay / entry	1	2	3	4	5	6	7	8	9	10
A-T KAP1 phos	-10%	3%	-11%	-4%	2%	20%	-6%	6%	6%	-7%
PTAP TSG101 blk	-5%	-1%	-8%	-5%	-7%	1%	-2%	-7%	/	/
Mito fusion act	-8%	3%	-1%	25%	19%	?	1%	/	-4%	4%
BCR signal inh	11%	-19%	2%	20%	-5%	7%	2%	0%	6%	?
ELG1 repair inh	-8%	-23%	-6%	?	-13%	?	15%	2%	9%	-1%
S-ASM inh	2%	-1%	0%	2%	-6%	-1%	-4%	2%	/	/
Tb PFK block	-10%	13%	-6%	-1%	-6%	-19%	-1%	-1%	-1%	0%
TSHR antag	16	9	5	4	-5	-3	-9	-3	14	2
a7 integrin act	2%	-27%	5%	-19%	-12%	-57%[inhibitor]	-25%	2%	/	/
TCR act	-3%	1%	-1%[46.1 µM]	8%[46.1 µM]	11%	-7%	-2%	1%	/	/
Eya2 phos inh	0%	2%	-2%	-17%	-10%	5%	2%	4%	7%	4%

Another view of some results above:
nr | SMILES | A-T KAP1 phos | PTAP TSG101 blk | Mito fusion act | BCR signal inh | ELG1 repair inh | S-ASM inh | Tb PFK block | TSHR antag | a7 integrin act | TCR act | Eya2 phos inh
1 | CO/N=C/C1C(=O)NN=C1c1ccccc1 (configuration not stated) | -10% | -5% | -8% | 11% | -8% | 2% | -10% | 16 | 2% | -3% | 0%
2 | CC(=O)Nc1ccc(Nc2nnc(-c3ccc(O)cc3)c3ccccc23)cc1 | 3% | -1% | 3% | -19% | -23% | -1% | 13% | 9 | -27% | 1% | 2%
3 | Cc1ccc(N2CCN(CCCCN3C(=O)C4CCCN4C3=O)CC2)cc1 (configuration not stated) | -11% | -8% | -1% | 2% | -6% | 0% | -6% | 5 | 5% | -1%[46.1 µM] | -2%
4 | Cc1onc(-c2c(F)cccc2Cl)c1C(=O)Nc1nc2c(s1)CCCC2 | -4% | -5% | 25% | 20% | ? | 2% | -1% | 4 | -19% | 8%[46.1 µM] | -17%
5 | O=C(CCc1ccccc1F)N1CCN(c2ccc(C(F)(F)F)cn2)CC1 | 2% | -7% | 19% | -5% | -13% | -6% | -6% | -5 | -12% | 11% | -10%
6 | COc1cc(CNc2cccc3[nH]c(C(F)(F)F)nc23)cc(OC)c1 | 20% | 1% | ? | 7% | ? | -1% | -19% | -3 | -57%[inhibitor] | -7% | 5%
7 | COc1ccc(CCC(=O)Nc2ccc(S(=O)(=O)N3CCOCC3)cc2)cc1 | -6% | -2% | 1% | 2% | 15% | -4% | -1% | -9 | -25% | -2% | 2%
8 | Cc1ccc(S(=O)(=O)CCC(=O)OCc2cc(=O)oc3cc(C)ccc23)cc1 | 6% | -7% | / | 0% | 2% | 2% | -1% | -3 | 2% | 1% | 4%
9 | O=C(CC1Nc2c3ccccc3nc(=S)n2C1=O)NC1CCCCC1 (configuration not stated) | 6% | / | -4% | 6% | 9% | / | -1% | 14 | / | / | 7%
10 | CCCCNC(=O)c1c(N)n(/N=C/c2ccccn2)c2nc3ccccc3nc12 | -7% | / | 4% | ? | -1% | / | 0% | 2 | / | / | 4%

(continued)
(11) CCNC(=O)NC(=O)C(C)OC(=O)C1CCN(S(=O)(=O)c2ccccc2C(=O)OC)CC1 (configuration not stated)
(12) C(#Cc1ccccc1)Cn1nnc2ccccc21
(13) COc1ccc(OC)c(S(=O)(=O)NCCCn2ccnc2)c1
(14) CCCCN(C)CCCNC(=O)c1cc(-c2cccnc2)nc2ccccc12
(15) COc1ccc(C(CNC(=O)C(=O)Nc2ccc3c(c2)OCCO3)N2CCN(C)CC2)cc1 (configuration not stated)
(16) COc1cc(C(CCN2CCN(c3ccccc3)CC2)c2c(OC)cc(OC)c3ccc(=O)oc23)cc(OC)c1OC (configuration not stated)
(17) COc1cc(/C=N/NC(=O)CCOc2ccccc2C)cc(Br)c1O
(18) Cc1cc(NC(=O)Nc2ccccc2F)ccc1Br
(19) COc1cc(C(=O)N(C)CC(=O)Nc2cccc(F)c2)ccc1OCc1ccccc1
(20) Cc1ccccc1Nc1cc2ccccc2c(=O)[nH]1

assay / entry	11	12	13	14	15	16	17	18	19	20
A-T KAP1 phos	2%	2%	-5%	12%	-8%	0%	2%	4%	5%	2%
PTAP TSG101 blk	-4%	-7%	-11%	-4%	-5%	-6%	-3%	0%	-1%	-22%
Mito fusion act	1%	6%	5%	-16%	-10%	-17%	2%	-6%	9%	6%
BCR signal inh	2%	?	0%	-1%&-2%	2%	0%	-12%	?	?	2%
ELG1 repair inh	11%	?	-2%	7%	20%	-5%	?	?	-3%	11%
S-ASM inh	2%	-4%	0%	0%	-5%	10%	128%[activator]	-1%	-2%	151%[activator]
Tb PFK block	-3%	-9%	1%	1%	4%	5%	-2%	-1%	-2%	1%
TSHR antag	9	-27	-12	0	10	-5	-4	-20	9	1
a7 integrin act	2%	?	7%	-11%	13%	-2%	-15%	0%	6%	-6%
TCR act	16%	2%	-5%	-31%	/	-1%	5%	-1%	1%	0%
Eya2 phos inh	-6%	2%	-14%	3%	15%	-4%	-12%	6%	-2%	-44%
